LDHA inh = blocks human lactate dehydrogenase A | purified LDHA, NADH/diaphorase-resazurin fluorescence; hits give low values | activity change, % (values are at about 110 or 230 µM) | 480,000 compounds, 0.15% hits; in the data active means activity change below about -30%; inconclusive means mostly about -25% to -30%;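 further: plate controls were DMSO wells for no effect and wells without enzyme for full effect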
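Human LDH5 at 2 nM final in Tris HCl pH 7.4 with 0.06 mM NADH and 0.2 mM pyruvate, reacted 5 minutes at room temperature. Remaining NADH coupled via diaphorase/resazurin; resorufin fluorescence read at 0 and 20 minutes, normalized to enzyme-free and DMSO wells.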
* = called active by the depositor; u = inconclusive.

SMILES	LDHA inh
CC(C)C(=O)N1c2ccccc2NC2=C(C(=O)CC(C)(C)C2)C1c1cccnc1 (stereo not drawn)	1
CCCNC(=O)c1cc2c(c(-c3cccc(-c4cc5ccccc5o4)c3)n1)[C@H](CCO)N(C(=O)NC(C)C)C2	0
CN(C(=O)CCc1ccsc1)C1CCCCC1	-6
CCCCC(CC)C(=O)Nc1cc(C)ccc1C (stereo not drawn)	0
C#CCNC(=O)CN1CCN(C(=O)C2CCCC2)CC1	7
O=C(NCc1ccccc1)c1nc(Cc2c[nH]c3ccccc23)no1	1
COc1ccc(CCN2C(=O)CSCC2(C)C(=O)Nc2ccc3c(c2)OCCO3)cc1OC (stereo not drawn)	2
CC(Sc1nnc2ccccn12)C(=O)c1ccc(Br)cc1 (stereo not drawn)	-8
Fc1ccc(CCn2c(Cn3c(-c4cnccn4)nc4ccccc43)nc3ccccc32)cc1	4
O=c1c2ccccc2c(-c2ccc(F)cc2)nn1-c1cc(N2CCOCC2)ccc1[N+](=O)[O-]	5
c1ccc(C(Nc2ccc3nnnn3n2)c2ccccn2)cc1 (stereo not drawn)	-1
O=C(NCCc1c[nH]c2ccccc12)OC1CC2CC1[C@H]1CCCCN1C2=O (stereo partly drawn)	-13
CNc1nc2c(c(=O)n(C)c(=O)n2C)n1CC(O)COc1ccc(C)cc1 (stereo not drawn)	0
CCCCC(=O)NC(Nc1ccccc1F)(C(F)(F)F)C(F)(F)F	4
Cn1cc(C(=O)C(=O)NCc2ccccc2)c2ccccc21	5
Cc1cc(C)c2oc(-c3cccc(NC(=O)c4cccs4)c3)nc2c1	0
Cc1ccc(C(=O)OCC(=O)c2cc(C)n(Cc3ccccc3)c2C)o1	1
COc1ccc(Nc2nc3ccc(C)cc3nc2-n2nc(C)cc2C)cc1	0
O=C(Cn1cc(C(F)(F)F)ccc1=O)c1ccc(C2CCCCC2)cc1	-3
COc1cc(C(=O)N2N=C(C)CC2(O)C(F)(F)F)cc(OC)c1OC (stereo not drawn)	3
CCOC(=O)CNC(=O)c1ccccc1OCC	-22
O=C(O)CCCC(=O)Nc1ccc(C(=O)N2CCCCCC2)cc1	-2
CCCCCc1ccc(-c2ccc(C3CCC(CCC)C(C)C3)cc2)nc1 (stereo not drawn)	3
COC(=O)[C@@]12C[C@@H](CC(=O)NCCC(C)C)C(=O)N(Cc3cccc4ccccc34)C1=CCC(C)(C)C2	-2
N#Cc1ccc(Oc2ccc(Cl)c(Oc3ccc(C#N)c(C#N)c3)c2)cc1C#N	11
O=C(OCC(=O)N1CCc2ccccc21)c1ccccc1C(=O)c1ccc(Cl)c([N+](=O)[O-])c1	0
CC(C)(C#N)C(=O)NCc1ccc(OCC(F)(F)F)cc1	0
O=[N+]([O-])c1ccc(/C=C/c2ccc([N+](=O)[O-])cc2)cc1	-1
Cc1cc(C)cc(-n2ncc3c(NCC4CCCO4)ncnc32)c1 (stereo not drawn)	3
COc1cccc(OC)c1OC(=O)COc1ccc2oc3c(c2c1)CCCC3	16
Cc1ccc(S(=O)(=O)N2CCOCC2)cc1C(=O)N(Cc1ccco1)C1CCS(=O)(=O)C1 (stereo not drawn)	3
COc1ccc(OC)c(S(=O)(=O)Nc2cc(C(=O)NC(C)C)ccc2N2CCNCC2)c1	3
COc1ccc(Cl)cc1NC(=O)Cn1ncc2ccc(OC)c(OC)c2c1=O	0
O=C(Cc1ccc2ccccc2c1)NCCc1ccccn1	3
NCCOc1ccc(C(F)(F)F)cc1	6
CCCCN1C(=O)NC(c2ccccc2OC(F)F)C(C(=O)OCC)=C1C (stereo not drawn)	7
CCCn1c(=O)[nH]c(=O)c2c1nc(CCc1ccccc1)c(=O)n2CCOC	9
Cc1oc(-c2nc(C#N)c(NCCN(C)C)o2)cc1S(=O)(=O)N(C)C	3
Cc1[nH]c2ccc(F)cc2c1CCNC(=S)NC(C)(C)C	2
COc1cc2cc(C(=O)NCCCN(C)C)[nH]c2cc1OC	7
CCCCN(C)c1ncnc2c1sc1nc(-c3ccco3)c3c(c12)CC(C)(C)OC3	0
O=C(COC(=O)c1ccc2ccccc2n1)Nc1ccc(Cl)c(Cl)c1	-11
CCCNc1nc2ccccc2nc1C(=O)Nc1ccc(CC)cc1	-5
Cc1ccc(C)c(Oc2ccc(CNC(=O)c3nccnc3N)cn2)c1	1
O=C(NCc1ccco1)c1cc(-c2ccccn2)nc2cc(F)ccc12	-11

18 structures out of the list, arranged by formula weight, ascending:
SMILES	LDHA inh
NCCOc1ccc(C(F)(F)F)cc1	6
O=[N+]([O-])c1ccc(/C=C/c2ccc([N+](=O)[O-])cc2)cc1	-1
O=C(Cc1ccc2ccccc2c1)NCCc1ccccn1	3
CC(C)(C#N)C(=O)NCc1ccc(OCC(F)(F)F)cc1	0
Cc1[nH]c2ccc(F)cc2c1CCNC(=S)NC(C)(C)C	2
Cc1cc(C)cc(-n2ncc3c(NCC4CCCO4)ncnc32)c1 (stereo not drawn)	3
CCCNc1nc2ccccc2nc1C(=O)Nc1ccc(CC)cc1	-5
O=C(NCc1ccco1)c1cc(-c2ccccn2)nc2cc(F)ccc12	-11
Cc1ccc(C)c(Oc2ccc(CNC(=O)c3nccnc3N)cn2)c1	1
Cc1oc(-c2nc(C#N)c(NCCN(C)C)o2)cc1S(=O)(=O)N(C)C	3
O=C(COC(=O)c1ccc2ccccc2n1)Nc1ccc(Cl)c(Cl)c1	-11
COc1cccc(OC)c1OC(=O)COc1ccc2oc3c(c2c1)CCCC3	16
CCCn1c(=O)[nH]c(=O)c2c1nc(CCc1ccccc1)c(=O)n2CCOC	9
N#Cc1ccc(Oc2ccc(Cl)c(Oc3ccc(C#N)c(C#N)c3)c2)cc1C#N	11
COc1ccc(Cl)cc1NC(=O)Cn1ncc2ccc(OC)c(OC)c2c1=O	0
CCCCN(C)c1ncnc2c1sc1nc(-c3ccco3)c3c(c12)CC(C)(C)OC3	0
COc1ccc(OC)c(S(=O)(=O)Nc2cc(C(=O)NC(C)C)ccc2N2CCNCC2)c1	3
O=C(OCC(=O)N1CCc2ccccc21)c1ccccc1C(=O)c1ccc(Cl)c([N+](=O)[O-])c1	0

(cont.)
SMILES	LDHA inh
Cc1nc(CN2CCN(S(=O)(=O)c3ccccc3Cl)CC2)cs1	10
Clc1ccc(-c2cn[nH]c2)cc1	14
CCOc1ccc(C(C)(C)CC)cc1-c1csc(N)n1	5
CCCS(=O)(=O)c1nc(S(=O)(=O)c2ccc(C)cc2)c(NC(C)CC)s1 (stereo not drawn)	-20
CC(C)CC(=O)NCC12CC3CC(CC(C3)C1)C2	2
CCCCn1nc(C(=O)NCc2ccccn2)c2ccccc2c1=O	-2
COCCNC(=O)/C(C#N)=C\c1cccc(C(F)(F)F)c1	5
CCCCCn1nc(C(=O)Nc2nc(-c3ccccn3)cs2)c2ccccc2c1=O	7
CC1CCC(NC(=O)c2csc3c2CCC(C)C3)CC1 (stereo not drawn)	-2
Cc1cccc(OC(C)c2nc(-c3cccc(Br)c3)no2)c1 (stereo not drawn)	3
CC(CCc1ccccc1)NC(=O)Cn1c(=O)c2c(ncn2C)n(C)c1=O (stereo not drawn)	10
CCNC(=O)NC(=O)C(C)N(C)Cc1cccs1 (stereo not drawn)	-7
O=C(Nc1ncn[nH]1)C1CC(=O)N(c2ccccc2)C1 (stereo not drawn)	-1
CC(Sc1ccc2c(c1)OCCCO2)C(=O)Nc1ccccc1-c1ccccc1 (stereo not drawn)	5
O=C(Nc1ccc2c(c1)OCCO2)C(=O)c1c[nH]c2ccc(Br)cc12	2
O=C(Nc1ccc2c(c1)CCC2)c1c(F)cccc1F	-3
N#C/C(=C/c1ccc2c(c1)OCCO2)c1ccccn1	8
COc1cc2c(cc1OC)C1=CC3(C(=O)Nc4cc5c(cc43)OCCO5)C(C#N)=C(N)N1CC2 (stereo not drawn)	1
Cc1ccc(C(=O)C(C)OC(=O)c2ccc(Cl)c(N)c2)cc1 (stereo not drawn)	-2
CC1(C)CC(N=Cc2ccccc2O)CC(C)(C)N1	12
O=S1(=O)c2ccccc2C(O)C(Cc2ccncc2)N1CCO (stereo not drawn)	1
CC(NC(=O)c1ccc(-c2ccc(F)cc2)o1)c1ccccc1 (stereo not drawn)	2
COc1ccc(-c2ocnc2C(=O)Nc2cc(Cl)ccc2C)cc1OC	1
CCOc1ccc(CNC(=O)c2ncoc2-c2ccc(C)s2)cc1	-1
O=S1(=O)CC(N2CCSCC2)CN1Cc1cn(Cc2ccc(Cl)cc2)nn1 (stereo not drawn)	3
CCc1nnsc1C(=O)N(C)Cc1cccc(Cl)c1	-3
COc1cc(OC)c2cc(C(=O)Nc3ccccc3)[nH]c2c1OC	47
O=c1[nH]c(=S)[nH]c2c1C(c1cccc(C(F)(F)F)c1)OC(CCc1ccccc1)C2 (stereo not drawn)	-1
COC(=O)c1cccc(NC(=O)C23CC4CC(C2)CC(C(=O)Nc2cccc(C(=O)OC)c2)(C4)C3)c1	3
COc1ccccc1N(CC(O)Cn1cnc2ccccc21)S(=O)(=O)c1ccc(C)cc1 (stereo not drawn)	-1
O=C(COC(=O)c1ccc2ccccc2n1)NC1CC1	-2
COc1ccccc1CC(=O)N(Cc1nc(-c2ccc(C)cc2)no1)C1CCCCC1	-1
CC(NC(=O)Cc1c[nH]c2ccccc12)c1cc2ccccc2o1 (stereo not drawn)	1
CCC(CC)NC(=O)COC(=O)c1cc(S(=O)(=O)N(CC)CC)ccc1N1CCCCC1	0
C=CCCCOc1ccc(/C=C/C(=O)c2ccc(OCCCCC)cc2)cc1	1
Fc1ccccc1COc1ccc2ccccc2c1CNCc1ccccn1	7
COCCCNC(=O)CN1CCN(CC=C(C)C)CC1	8
CC1CC(C)CN(CC(=O)O)C1 (stereo not drawn)	-5
Nc1cccc(OCCc2ccccc2)c1	13
CCCCCCCCCCCCS(=O)CCCC (stereo not drawn)	5
CC(=O)Nc1ccc(C23CC4CC(CC(Cl)(C4)C2)C3)cc1	u
N#Cc1ccc(/C=C2/CCOc3ccc(Br)cc3C2=O)cc1	-5
Nc1nccnc1C(=O)NCC(F)(F)F	12
CCOC(=O)c1c(NC=C(C#N)C#N)sc(C)c1CC	3
O=C(CN1CCCN(c2ccc(C(F)(F)F)cn2)CC1)Nc1ccccc1Cl	-2
c1csc(CNCC2CCNCC2)c1	5
Cc1cccc(C(C)C)c1NC(=O)/C=C/c1ccc(F)cc1	-1
CC(C)c1ccccc1NC(=O)CCc1ncc(-c2ccccc2F)o1	7
O=C(CCN1C(=O)c2ccccc2S1(=O)=O)Nc1ccccc1C(=O)O	19
CCN(C(=O)Cc1nc(-c2cccs2)oc1C)c1cccc(Br)c1	11
CC(C)NC(=O)C1(C)CSCC(=O)N1C1CC1 (stereo not drawn)	1
Cc1ccc(-c2cc(C(=O)OCC(=O)c3c(N)n(C)c(=O)n(C)c3=O)c3ccccc3n2)cc1	-1
Cc1ccccc1OCc1nnc(SCC(=O)NC2CCCCC2)n1C	-6
CCc1cccc(OCCOC(=O)c2cc(C)nc3ccccc23)c1	-1
CC(Sc1nc2ccccc2c(=O)n1CCCO)c1nnc(-c2ccccc2)o1 (stereo not drawn)	-10
Cc1ccc2c(CCNC(=O)CNC(=O)c3ccccc3)c[nH]c2c1	2
CN(CC(=O)NCc1ccc(F)cc1)C(=O)c1ccc2c(c1)nnn2C1CCCC1	-1
Cc1ccc2c(c1)CCCN2C(=O)c1n[nH]c(=O)c2ccccc12	8
COc1ccc(CCNC(=O)c2cnn(-c3ccccc3)c2-n2cccc2)c(OC)c1	1
Nc1nc2ncccc2cc1C(=O)NCCc1cccs1	-1

(more compounds)
SMILES	LDHA inh
O=C(CSc1ncnc2nc[nH]c12)Nc1ccccc1	-8
Cc1nc2cc(NC(=O)C3CC(=O)N(CC4CC4)C3)ccc2o1 (stereo not drawn)	5
CC(Cc1cccs1)N(Cc1ccc(Cl)cc1)C(=O)C1CC1 (stereo not drawn)	-1
COc1ccc(S(=O)(=O)N2CCN(S(=O)(=O)c3ccc4ccccc4c3)CC2)cc1	0
O=C(COc1ccc2ccc(=O)oc2c1)NCc1ccc(F)cc1	-6
Cc1ccc(S(=O)(=O)NCCc2cccc(Cl)c2)cc1	2
C=CCc1cc(/C=C(/C#N)c2nc3cc(C)c(C)cc3[nH]2)cc(OC)c1OC	6
O=C(NC1CC2CCC1C2)C1(c2ccccc2)CCC1 (stereo not drawn)	-6
COC(=O)CC(NC(=O)CNC(=O)c1ccc(N2CCCC2=O)cc1)c1ccccc1Cl (stereo not drawn)	1
CCc1ccc2oc(-c3ccc(NC(=O)CC(C)C)cc3)nc2c1	3
O=C(O)CC(c1ccncc1)c1c[nH]c2ccccc12 (stereo not drawn)	37
C=CCNc1nc2c(c(=O)n(C)c(=O)n2C)n1Cc1ccccc1Cl	0
CC(C(=O)c1ccc(Cl)cc1)C1(O)C(=O)Nc2ccccc21 (stereo not drawn)	-1
CCCCCCCCS(=O)(=O)CCCCO	-6
Cc1cccc(C(=O)N(Cc2ccc(C)o2)c2ccccn2)c1	3
C=CCN(CC=C)C(=O)C1CCN(C(=O)c2cccc(F)c2)CC1	7
O=C(c1cc(-c2ccccc2)nc2ccccc12)N1CCCC(C(F)(F)F)C1 (stereo not drawn)	0
CC1(C)CC(=O)C2=C(C1)OC(N)=C(C#N)C2c1ccc(C(F)(F)F)cc1 (stereo not drawn)	7
COc1ccc(COCC(O)CN(C)Cc2ccc(OC)c(OC)c2)cc1OC (stereo not drawn)	-1
COc1cc(/C=C2/NC(=O)NC2=O)ccc1OCc1cccc(F)c1	-1
COc1ccc(C(C(=O)NCc2ccccc2)n2c(=O)c(-c3cc4ccccc4[nH]3)nc3ccccc32)cc1 (stereo not drawn)	-4
O=C(Nc1ccc(F)cc1)C1CC2CCCC(C1)C2=O (stereo not drawn)	8
Cc1ccc(NC(=O)NCc2nc(-c3cccc(Cl)c3)oc2C)cc1	-6
Cn1c(=O)[nH]c(=O)c2c1nc(N1CCN(Cc3ccccc3F)CC1)n2Cc1ccccc1	-3
COc1ccc(Nc2nc(-c3cc4cc(Br)ccc4oc3=O)cs2)cc1OC	-3
Cn1nnnc1SCC(=O)c1ccc(-c2ccccc2)cc1	-5

Compound activity as filed in PubChem BioAssay.

Only part of the results is shown. The share of hits here may be higher or lower than overall.
